High-throughput results deposited in PubChem BioAssay by several laboratories.
M5 antag: human M5 muscarinic receptor antagonists, primary screen, CHO cells, Fluo-8 calcium fluorescence | CHO-hM5 cells, ACh EC80 | inhibition, % at 3 µM | 360,000 compounds, 0.59% hits | AID 624040, 2012;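 active = inhibition above a per-plate cutoff, the mean of that plate's test compounds plus 3 SD, cut at about 27% in these data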;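 also: 0% = acetylcholine EC80 with DMSO and 100% = DMSO without agonist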
Target sequence (P08912 whole entry, looked up): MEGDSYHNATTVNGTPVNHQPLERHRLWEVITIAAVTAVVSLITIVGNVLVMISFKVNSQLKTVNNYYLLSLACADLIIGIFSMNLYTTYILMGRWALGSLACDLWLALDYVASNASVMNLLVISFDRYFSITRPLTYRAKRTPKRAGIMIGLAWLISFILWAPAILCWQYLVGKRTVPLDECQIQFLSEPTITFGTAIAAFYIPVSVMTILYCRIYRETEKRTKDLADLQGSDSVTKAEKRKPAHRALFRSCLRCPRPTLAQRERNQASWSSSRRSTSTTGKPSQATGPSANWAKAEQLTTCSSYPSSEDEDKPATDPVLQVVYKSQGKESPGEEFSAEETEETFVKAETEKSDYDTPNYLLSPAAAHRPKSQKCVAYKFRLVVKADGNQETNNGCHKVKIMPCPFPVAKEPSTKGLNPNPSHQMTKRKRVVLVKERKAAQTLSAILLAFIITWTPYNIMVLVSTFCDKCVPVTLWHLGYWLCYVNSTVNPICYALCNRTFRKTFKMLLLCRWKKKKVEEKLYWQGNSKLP
TAAR1 agonist: human TAAR1 agonists, primary screen, Fluo-8 calcium fluorescence, CHO RD-HGA16 cells; Trace amine-associated receptor 1 (Homo sapiens), Q96RJ0; vehicle wells 0%, saturating PEA agonist 100%; activation, % at 3 µM; 360,000 compounds, 0.99% hits;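 active = activation above the mean activation of all test compounds in the run plus 3 SD, cut at about 38% in these data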
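System: CHO RD-HGA16 cells carrying human TAAR1 plus Gα16; Incubation: 17-24 h seeding, 75 min 37 °C dye, 30 min RT; Measured by: Fluo-8 fluorescence, 5 s baseline then 140 s kinetic read; Control set: DMSO and PEA EC100; Replication: single well for each compound.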
CRFR2-BP ag: agonists of CRF-BP/CRF-R2 complex, primary screen, cell-based, HEK293, calcium dye fluorescence, uHTS; activation, % at 13.2 µM; AID 588473, 2011; CRF-binding protein / CRF receptor 2 complex (human); 350,000 compounds, 0.46% hits; calcium dye fluorescence (FLIPR); percent of saturating CRF peptide response;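 active = activation of at least 50%, plus an integration ratio under a set limit after plate pattern correction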;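 also: plate controls were neutral control wells without compound for no effect and CRF at EC100 for full effect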
M5 ag: human M5 muscarinic receptor agonists, primary screen, CHO-K1 cells, Fluo-8 calcium fluorescence | Muscarinic acetylcholine receptor M5 (Homo sapiens), P08912 | CHO-K1 hM5 cells; 0% DMSO wells, 100% maximal acetylcholine response | activation, % at 3 µM | 360,000 compounds, 0.19% hits | AID 624037, 2012;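 active = activation above the run's mean over test compounds plus 3 SD, cut at about 23% in these data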;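 also: signal is peak over basal fluorescence ratio across the kinetic read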
M1 PAM parental: nonselective calcium activators in parental CHO-K1 cells, primary screen, counter-screen for M1 PAM project, cell-based, Fluo-8 calcium fluorescence, full deck, 1536-well. ATP EC20; 0% at ATP EC20, 100% at ATP max. activation, % at 3 µM. 360,000 compounds, 0.02% hits. AID 602247, 2012;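 active = activation above the run cutoff, the mean activation of all test compounds plus 3 SD, cut at about 40% in these data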;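 also: peak over basal fluorescence ratio in a 140 s read after ATP addition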
M4 PAM: human M4 muscarinic receptor positive allosteric modulators, primary screen, CHO-K1 cells, Fluo-8 calcium fluorescence | Muscarinic acetylcholine receptor M4 (Homo sapiens), P08173 | CHO-K1 hM4/Gqi5, ACh EC20; 0% = ACh EC20, 100% = maximal ACh | activation, % at 3 µM | 360,000 compounds, 0.4% hits | AID 624126, 2012;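 active = activation above its plate's cutoff, the mean activation of sample wells plus 3 SD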; also: some results filed as inactive read as strong as hits
Target sequence (P08173 whole entry, looked up): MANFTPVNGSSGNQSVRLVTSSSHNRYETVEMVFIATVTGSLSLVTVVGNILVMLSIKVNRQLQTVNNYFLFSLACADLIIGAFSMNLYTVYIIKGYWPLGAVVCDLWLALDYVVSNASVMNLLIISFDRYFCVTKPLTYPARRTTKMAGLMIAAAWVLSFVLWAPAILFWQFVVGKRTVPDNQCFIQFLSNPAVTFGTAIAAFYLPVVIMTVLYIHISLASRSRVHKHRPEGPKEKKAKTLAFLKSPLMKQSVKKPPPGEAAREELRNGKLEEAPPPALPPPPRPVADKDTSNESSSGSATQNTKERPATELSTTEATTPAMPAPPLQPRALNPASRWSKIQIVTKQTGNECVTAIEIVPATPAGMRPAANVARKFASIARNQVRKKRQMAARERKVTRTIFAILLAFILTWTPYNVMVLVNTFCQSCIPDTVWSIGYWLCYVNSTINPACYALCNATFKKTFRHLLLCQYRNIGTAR
CHRM5 PAM: human M5 muscarinic receptor positive allosteric modulators, primary screen, CHO-K1 cells, Fluo-8 calcium fluorescence; activation, % at 3 µM; Muscarinic acetylcholine receptor M5 (Homo sapiens), P08912; CHO-K1 hM5, ACh EC20 PAM; 0% = ACh EC20, 100% = ACh EC100; 360,000 compounds, 0.3% hits;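 active = activation above the run cutoff, the mean activation of all test compounds plus 3 SD, cut at about 18% in these data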
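System: CHO-K1 hM5 cells. Reagent: acetylcholine, EC20 level. Compound dosing: single dose, 3 µM nominal final test concentration. Timing: Post-acetylcholine fluorescence recording 140 s. Detection: Fluo-8 calcium fluorescence. Read-out: % activation, ACh-normalized. Benchmarks: ACh EC20 and EC100 wells. Repeats: singlicate, one well per test compound.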
TAAR1 antagonist: human TAAR1 antagonists, primary screen, Fluo-8 calcium fluorescence, CHO RD-HGA16 cells; Trace amine-associated receptor 1 (Homo sapiens), Q96RJ0; antagonist; inhibition, % at 3 µM; 360,000 compounds, 1.5% hits; AID 624466, 2012;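 active = inhibition above a per-plate cutoff, the mean inhibition of test compounds on that plate plus 3 SD, cut at about 49% in these data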;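 also: 0% = DMSO plus EC80 beta-PEA response and 100% = DMSO alone without agonist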
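Test system: RD-HGA16 CHO cells with stable hTAAR1 and Gα16 / Probe or stimulus: EC80 β-phenethylamine stimulus / Times: seeding 17-24 h prior, 75-min 37 °C, 30-min RT dye loading / Detection: Fluo-8 calcium-sensitive fluorescence / Read-out basis: % inhibition scaled between DMSO and EC80 PEA controls / Repeats: singlicate, one well per test compound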
CRFBP-R2 block: antagonists of CRF-BP/CRF-R2 complex, primary screen, cell-based, HEK293, calcium dye fluorescence, uHTS; inhibition, % at 11.8 µM; CRF-induced calcium fluorescence; 350,000 compounds, 0.59% hits;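 active = inhibition of the ligand-induced calcium signal above about 50% at the single tested concentration, limit read from the data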
Active calls of the source: *.

O=C(CCN1CCN(C/C=C/c2ccccc2)CC1)Nc1cccc(F)c1 was read as M5 antag 0.7, TAAR1 agonist 8.3, CRFR2-BP ag -3.1, M5 ag -9.8, M1 PAM parental -11.3, M4 PAM 3.5, CHRM5 PAM 7.6, TAAR1 antagonist -11.3 and CRFBP-R2 block -5.0.
For O=C(Nc1ccccc1Cl)C1Cc2ccccc2O/C1=N\O (stereo not given) the results were M5 antag 4.2, TAAR1 agonist 4.2, CRFR2-BP ag 0.3, M5 ag -3.5, M1 PAM parental 2.6, M4 PAM 0.3, CHRM5 PAM -1.3, TAAR1 antagonist -5.0 and CRFBP-R2 block 4.0.
For CC1=C(C(=O)OCC2CCCO2)C(c2ccsc2)C2=C(CC(C)(C)CC2=O)N1 (stereo not given) the results were M5 antag 7.3, TAAR1 agonist 0.8, CRFR2-BP ag -1.1, M5 ag -1.6, M1 PAM parental 20.6, M4 PAM 1.9, CHRM5 PAM 1.8, TAAR1 antagonist 14.5 and CRFBP-R2 block -2.1.
For c1ccc(Nc2nc(N3CCCC3)nc(N3CCCC3)n2)cc1 the results were M5 antag -9.6, TAAR1 agonist 14.8, CRFR2-BP ag -0.5, M5 ag -2.0, M1 PAM parental 16.0, M4 PAM -2.2, CHRM5 PAM 7.7, TAAR1 antagonist -6.0 and CRFBP-R2 block -53.5.
`CN1CCOc2cc(S(=O)(=O)NCc3ccc(S(N)(=O)=O)cc3)ccc21` gave M5 antag 9.7, TAAR1 agonist 3.5, CRFR2-BP ag -1.6, M5 ag -3.3, M1 PAM parental -18.1, M4 PAM -3.6, CHRM5 PAM -1.5, TAAR1 antagonist -4.6 and CRFBP-R2 block -1.8.
Screening C[C@H](CO)N1C[C@H](C)[C@@H](CN(C)C(=O)Nc2ccccc2)Oc2ccc(NC(=O)c3ccncc3)cc2C1=O returned M5 antag 6.0, TAAR1 agonist 9.7, CRFR2-BP ag 0.0, M5 ag 3.1, M1 PAM parental 4.9, M4 PAM -1.8, CHRM5 PAM -2.6, TAAR1 antagonist 8.5 and CRFBP-R2 block 4.5.
For CC(NC(=O)Cc1ccc(S(=O)(=O)N2CCCCC2)cc1)c1ccccc1 (stereo not given) the results were M5 antag 0.5, TAAR1 agonist 8.2, CRFR2-BP ag 0.5, M5 ag -1.6, M1 PAM parental 10.8, M4 PAM -3.1, CHRM5 PAM -2.7, TAAR1 antagonist -2.7 and CRFBP-R2 block -7.9.
`Cc1ccsc1/C=N/NC(=O)Cc1ccc([N+](=O)[O-])cc1` gave M5 antag -1.3, TAAR1 agonist 0.6, CRFR2-BP ag -1.7, M5 ag 1.6, M1 PAM parental 10.8, M4 PAM -7.9, CHRM5 PAM 1.4, TAAR1 antagonist -0.9 and CRFBP-R2 block 9.5.
`Nc1nnn(CC(=O)N/N=C/c2ccc(Cl)cc2Cl)n1` gave M5 antag -4.7, TAAR1 agonist 5.0, CRFR2-BP ag 2.6, M5 ag 1.0, M1 PAM parental -0.4, M4 PAM 30.0, CHRM5 PAM -2.2, TAAR1 antagonist -17.3 and CRFBP-R2 block 2.3.
Screening CC(=O)Nc1cc[n+](CC(=O)c2ccc(Cl)cc2)cc1 returned M5 antag -0.9, TAAR1 agonist 1.3, CRFR2-BP ag -1.0, M5 ag 5.0, M1 PAM parental -14.2, M4 PAM -1.0, CHRM5 PAM 8.0, TAAR1 antagonist -18.3 and CRFBP-R2 block -2.5.
`N#Cc1c(NC(=O)c2cnn3cccnc23)sc2c1CCCC2` gave M5 antag 17.5, TAAR1 agonist 4.2, CRFR2-BP ag 0.0, M5 ag 2.3, M1 PAM parental 3.2, M4 PAM -10.6, CHRM5 PAM -10.9, TAAR1 antagonist -37.4 and CRFBP-R2 block -7.8.
For COc1ccc(/C=C/C=C2\N=C(SC)SC2=O)cc1 the results were M5 antag 1.7, TAAR1 agonist 5.6, CRFR2-BP ag 4.7, M5 ag -2.2, M1 PAM parental 17.7, M4 PAM 4.9, CHRM5 PAM 2.8, TAAR1 antagonist -8.8 and CRFBP-R2 block -24.2.
`O=C(CSc1nnc(SCC(=O)NCc2ccc3c(c2)OCO3)s1)NCc1ccc2c(c1)OCO2` gave M5 antag 5.2, TAAR1 agonist 10.5, CRFR2-BP ag 0.1, M5 ag -3.9, M1 PAM parental 18.9, M4 PAM 10.2, CHRM5 PAM -4.4, TAAR1 antagonist -2.1 and CRFBP-R2 block 8.3.
For CCc1ccc(NC(=O)N2CCN(c3ccc(F)cc3)CC2)cc1 the results were M5 antag 6.2, TAAR1 agonist 0.5, CRFR2-BP ag -1.6, M5 ag 0.9, M1 PAM parental -9.0, M4 PAM -2.2, CHRM5 PAM -9.8, TAAR1 antagonist 2.7 and CRFBP-R2 block -6.9.
COc1ccc(C(=O)NCc2ccccc2C)cc1S(=O)(=O)NC1CCCC1 was read as M5 antag 9.9, TAAR1 agonist 15.2, CRFR2-BP ag -0.2, M5 ag 1.4, M1 PAM parental 8.3, M4 PAM 10.3, CHRM5 PAM 0.0, TAAR1 antagonist -11.4 and CRFBP-R2 block -5.7.
`COCCC(=O)N1CCC(Oc2ccc(C(=O)NCc3cccc(C)n3)cc2)CC1` gave M5 antag 0.2, TAAR1 agonist 1.3, CRFR2-BP ag 6.7, M5 ag -3.1, M1 PAM parental -17.0, M4 PAM 6.0, CHRM5 PAM 1.4, TAAR1 antagonist -24.3 and CRFBP-R2 block -4.9.
O=C(NCc1ccco1)/C(=C/c1cccc([N+](=O)[O-])c1)NC(=O)c1ccco1 was read as M5 antag 7.2, TAAR1 agonist 1.8, CRFR2-BP ag -0.3, M5 ag -1.9, M1 PAM parental 6.3, M4 PAM -0.2, CHRM5 PAM 2.6, TAAR1 antagonist 12.4 and CRFBP-R2 block 9.2.
For Cc1ccccc1NC(=O)N1CCC(C(=O)c2ccc(F)cc2)CC1 the results were M5 antag -15.3, TAAR1 agonist 1.8, CRFR2-BP ag -1.0, M5 ag 0.8, M1 PAM parental 8.4, M4 PAM 0.4, CHRM5 PAM 13.8, TAAR1 antagonist 8.9 and CRFBP-R2 block -4.6.
Screening COc1ccc(S(=O)(=O)N2CCOCC2)cc1NC(=O)Cc1ccccc1Cl returned M5 antag -3.8, TAAR1 agonist 9.1, CRFR2-BP ag -1.9, M5 ag -1.4, M1 PAM parental 19.0, M4 PAM 1.8, CHRM5 PAM -2.2, TAAR1 antagonist 8.1 and CRFBP-R2 block 18.0.
For CCOCCOC(=O)c1[nH]c2c(c1C)C(=O)CC(c1cc(OC)c(OC)c(OC)c1)C2 (stereo not given) the results were M5 antag 23.1, TAAR1 agonist 4.2, CRFR2-BP ag -1.5, M5 ag 2.2, M1 PAM parental -12.0, M4 PAM -13.7, CHRM5 PAM -14.0, TAAR1 antagonist 6.5 and CRFBP-R2 block 2.0.
CCN(c1ccc(C)cc1)S(=O)(=O)c1nnc(NC(=O)c2ccco2)s1 was read as M5 antag -0.8, TAAR1 agonist -1.2, CRFR2-BP ag 1.9, M5 ag -4.3, M1 PAM parental 9.7, M4 PAM 19.9*, CHRM5 PAM -5.1, TAAR1 antagonist -41.0 and CRFBP-R2 block -11.9.
Screening CC1Oc2ccccc2N(Cc2ccc(F)cc2)C1=O (stereo not given) returned M5 antag 6.8, TAAR1 agonist 3.2, CRFR2-BP ag -4.5, M5 ag -7.8, M1 PAM parental -1.4, M4 PAM -5.1, CHRM5 PAM 5.0, TAAR1 antagonist 3.3 and CRFBP-R2 block 3.1.
COc1ccc(N/N=C(/C(N)=O)C2=NC(C)(C)Cc3ccccc32)cc1 was read as M5 antag -4.1, TAAR1 agonist -0.6, CRFR2-BP ag -1.7, M5 ag -4.1, M1 PAM parental 16.0, M4 PAM 0.9, CHRM5 PAM -5.6, TAAR1 antagonist -10.8 and CRFBP-R2 block -49.1.
For CCOC(=O)c1csc(-c2ccc3c(c2)CCO3)n1 the results were M5 antag 8.7, TAAR1 agonist 3.0, CRFR2-BP ag -1.0, M5 ag -6.1, M1 PAM parental 24.5, M4 PAM 7.6, CHRM5 PAM 2.5, TAAR1 antagonist -11.8 and CRFBP-R2 block -5.7.
For O=C(N[C@@H](Cc1c[nH]c2ccccc12)C(=O)O)C1CCN(S(=O)(=O)c2cccs2)CC1 the results were M5 antag 0.0, TAAR1 agonist -0.2, CRFR2-BP ag 1.0, M5 ag -4.5, M1 PAM parental 8.0, M4 PAM 9.1, CHRM5 PAM 1.7, TAAR1 antagonist 0.5 and CRFBP-R2 block -1.5.
`Cn1c(CNC(=O)CCNC(=O)c2cccc(Cl)c2)cc(=O)n(C)c1=O` gave M5 antag -2.4, TAAR1 agonist 9.3, CRFR2-BP ag 0.9, M5 ag 2.3, M1 PAM parental 20.8, M4 PAM 2.1, CHRM5 PAM 6.6, TAAR1 antagonist -20.2 and CRFBP-R2 block -1.5.
`O=C(CCCN1C(=O)/C(=C/c2cccs2)SC1=S)Nc1cccnc1` gave M5 antag 5.9, TAAR1 agonist 4.0, CRFR2-BP ag -1.2, M5 ag 0.3, M1 PAM parental 15.6, M4 PAM -6.8, CHRM5 PAM 9.3, TAAR1 antagonist 23.8 and CRFBP-R2 block -15.4.
`CCOC(=O)N1CCN(C(=O)c2ccccc2NC(C)=O)CC1` gave M5 antag -1.4, TAAR1 agonist 0.9, CRFR2-BP ag -1.1, M5 ag -2.5, M1 PAM parental 0.5, M4 PAM 8.2, CHRM5 PAM 8.5, TAAR1 antagonist -4.7 and CRFBP-R2 block 13.2.
Screening Cc1ccc2cc(C#N)c(NCCNC(=S)NCCCN3CCOCC3)nc2c1 returned M5 antag -5.3, TAAR1 agonist 11.3, CRFR2-BP ag 0.6, M5 ag -1.6, M1 PAM parental 16.6, M4 PAM 0.1, CHRM5 PAM -8.9, TAAR1 antagonist -5.1 and CRFBP-R2 block -7.0.
COc1ccccc1-n1cnc2c(c1=O)c1nc3ccccc3nc1n2-c1ccc(C)c(C)c1 was read as M5 antag 1.2, TAAR1 agonist 1.6, CRFR2-BP ag 2.5, M5 ag 1.7, M1 PAM parental 21.7, M4 PAM 11.7, CHRM5 PAM 4.8, TAAR1 antagonist -8.5 and CRFBP-R2 block -9.0.
